CaV13 FRET inh – Primary screen for inhibitors of IQ motif and Ca2+-dependent inactivation inhibitor domain binding in CACNA1D, Förster resonance energy transfer in living cells, …; HEK cells, CFP/YFP FRET ICDI-IQ, plate reader, 10 min; percent FRET-ratio fall versus neutral wells; inhibition, % at 12.3 µM; actives 0.098% (n = 340,000);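 active = mean replicate inhibition of at least 30% and at least 1% of replicates passing that level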;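 note: 0% = median of the neutral control wells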
Shn3 3UTR inh – reduces Shn3 3'UTR luciferase signal in osteoblasts; inhibition, % at 12.5 µM; Clone20 osteoblast Shn3 3'UTR firefly luciferase, 24 h; actives 0.52% (n = 360,000);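 active = mean inhibition of at least 75% with every replicate also reaching 75%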;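 note: 0% = median of neutral control wells and 100% = pilot-screen positive control compound; some compounds past the cut are filed as inactive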
HIF-2a block – HIF-2a inhibition | actives 0.72% (n = 360,000) | inhibition, % at 18.8 µM | 786-0 RCC cells HIF-2a reporter, luciferase luminescence, overnight;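 active = inhibition of the luminescence signal of 40% or more relative to plate controls, in a single-dose primary screen at 18.75 µM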
MITF TRPM1 inh – reduces MITF-dependent TRPM1 promoter luciferase signal; SK-MEL-5 TRPM1 promoter luciferase, 24 h; inhibition, % at 12.5 µM; actives 0.83% (n = 330,000); AID 488899;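 active = mean inhibition across replicates of 60% or more, whatever share of single replicates reaches that level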; note: values of inactives mirror those of a sister screen read the other way
NR2E3 ag-1 – human photoreceptor-specific nuclear receptor agonism. CHO-S Gal4-NCOR/VP16-NR2E3 two-hybrid, luciferase. actives 0.35% (n = 360,000). AID 602229. inhibition of corepressor binding, % at 3.98 µM;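 active = inhibition above the mean of all tested compounds plus 3 SD, cut at about 70% in these data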;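 note: 0% = DMSO with NR2E3 transfected cells and 100% = cells lacking NR2E3 construct; higher means lower luciferase signal from less NR2E3 corepressor binding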
Target sequence (Q9Y5X4 whole entry, looked up, the tested form may be a part): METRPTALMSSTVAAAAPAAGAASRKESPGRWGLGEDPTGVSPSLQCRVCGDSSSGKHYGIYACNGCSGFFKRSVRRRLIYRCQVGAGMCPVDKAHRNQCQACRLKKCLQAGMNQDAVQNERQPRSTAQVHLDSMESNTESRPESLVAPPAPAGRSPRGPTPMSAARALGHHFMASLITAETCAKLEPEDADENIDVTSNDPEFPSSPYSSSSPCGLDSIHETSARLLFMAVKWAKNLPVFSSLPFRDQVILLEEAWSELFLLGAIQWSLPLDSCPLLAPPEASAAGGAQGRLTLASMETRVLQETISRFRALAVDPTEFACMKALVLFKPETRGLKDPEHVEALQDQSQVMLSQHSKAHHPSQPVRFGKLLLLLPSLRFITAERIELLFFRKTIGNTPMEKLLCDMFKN
Peg3 prom inh – inhibitors of Peg3 promoter. inhibition, % at 20 µM. HeLa PEG-Prom luciferase reporter, luminescence, overnight. AID 588405. actives 1.7% (n = 360,000);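 active = inhibition of at least 50% at 20 µM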
Vif imaging – HIV Vif inhibition. HEK293T cells, Vif self-association by quenched fluorescence, imaging, 24 h. inhibition, % at 7.49 µM. AID 602346. actives 0.35% (n = 340,000); in the data active = inhibition above about 50%, passing the limit was not always enough; note: some results filed as inactive read as strong as hits
CF NFkB inh – inhibitors of cystic fibrosis induced NF-kB; KKLEB NF-kB-GFP reporter, PAF-induced, GFP fluorescence overnight; inhibition, % at 5 µM; actives 0.86% (n = 360,000);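 active = at least 50% inhibition at 5 µM, scaled per plate between neutral and stimulator controls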;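 note: PAF is a Pseudomonas aeruginosa culture filtrate used as stimulus; plate controls were PAF-stimulated DMSO wells for no effect and unstimulated DMSO wells for full effect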
NR2E3 ag-2 – NR2E3 (human) agonism | actives 0.12% (n = 320,000) | Q9Y5X4 | inhibition of corepressor binding, % at 4.78 µM | AID 2300 | GST-NR2E3/biotin-RetCOR TR-FRET, 1536-well;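 active = percent inhibition above the cutoff of mean plus 3 SD of all tested compounds, set per screening campaign, cut at about 20% in these data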;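 note: 0% = DMSO wells and 100% = biotin wells as full block of FRET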
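Assay system: NR2E3–RetCOR corepressor complex. Quantity: 1.35 nM GST-NR2E3. Buffer or medium: pH 7.5 Tris-based buffer. Reagent: biotinylated RetCOR corepressor at 7 nM final. Schedule: 5 h at 4 °C. Detection: TR-FRET, emission read at 617 and 671 nm. Replicates: one well per compound, singlicate testing.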
KKLEB cytotox – reduces viability of KKLEB cystic fibrosis airway cells; activity change (cytotoxicity), % at 5 µM; actives 0.36% (n = 360,000); KKLEB CF airway cells viability, ATPlite luminescence, overnight; hits give low values; cells stimulated with P. aeruginosa culture filtrate;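 active = corrected activity change at or below -50% at 5 µM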
PDI inh – blocks human protein disulfide isomerase activity; inhibition, % at 10 µM; actives 0.052% (n = 350,000); P07237; PDI insulin aggregation turbidity, A650, 90 min;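 active = mean inhibition across replicates of 30% or more, whatever share of single replicates reach that level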;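 note: absorbance from insulin aggregation driven by PDI reduction with DTT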
Target sequence (P07237 whole entry, looked up): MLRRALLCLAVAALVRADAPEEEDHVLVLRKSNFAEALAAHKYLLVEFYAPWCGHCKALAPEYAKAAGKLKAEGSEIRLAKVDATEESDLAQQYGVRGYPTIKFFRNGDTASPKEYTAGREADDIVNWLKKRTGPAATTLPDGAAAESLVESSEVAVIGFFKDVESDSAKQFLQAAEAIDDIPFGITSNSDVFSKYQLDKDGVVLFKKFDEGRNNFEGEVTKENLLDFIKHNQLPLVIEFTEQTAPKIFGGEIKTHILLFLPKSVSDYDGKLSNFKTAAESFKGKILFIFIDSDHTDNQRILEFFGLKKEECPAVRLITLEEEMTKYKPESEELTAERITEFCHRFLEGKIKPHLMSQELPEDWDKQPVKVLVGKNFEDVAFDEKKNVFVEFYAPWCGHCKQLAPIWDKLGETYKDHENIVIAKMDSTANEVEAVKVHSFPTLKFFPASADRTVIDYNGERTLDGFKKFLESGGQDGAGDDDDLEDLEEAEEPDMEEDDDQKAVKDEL
Starred values were filed as active, the others as inactive; nt = not tested or not shown.

compound	CaV13 FRET inh	Shn3 3UTR inh	HIF-2a block	MITF TRPM1 inh	NR2E3 ag-1	Peg3 prom inh	Vif imaging	CF NFkB inh	NR2E3 ag-2	KKLEB cytotox	PDI inh
C/C(CC(=O)Nc1ccc(OCc2ccccc2)cc1)=N\NC(=O)C(=O)Nc1ccc(C)c(Cl)c1	-0.8	13.5	-77.7	-53.7	-54.2	-47.9	3.0	-6.4	0.8	10.7	8.1
COc1ccc(C(=O)NNC(=O)CCC(=O)NNC(=O)c2ccc(OC)cc2)cc1	-4.4	-5.0	2.4	-1.3	-1.5	12.6	-8.5	-2.6	-1.5	1.2	9.6
CN(C)CC/C=C1/c2cc(F)ccc2CSc2ccc(F)cc21	-1.1	-8.7	16.9	-20.4	-1.9	-8.1	1.3	5.4	2.0	2.5	-0.7
Cc1cc(NC(=O)CCC(=O)N(CC(=O)NCC2CCCO2)c2ccc(F)c(Cl)c2)no1 (configuration not stated)	-3.5	1.8	8.1	2.9	-23.3	-4.2	-3.7	-5.6	6.7	-3.5	-0.8
CCN1C(=O)[C@H]2[C@@H](c3ccc(C)cc3)N[C@]3(CCCN(Cc4ccc(F)cc4)C3=O)[C@H]2C1=O	-1.6	-9.0	-6.1	nt	-27.7	-8.0	nt	-28.2	nt	5.2	-0.7
CCNC(=O)C1CCCN(C(=O)c2cccc(C#N)c2)CC1 (configuration not stated)	-3.5	5.7	2.7	nt	-18.9	6.0	-1.6	0.1	nt	9.3	-14.0
C/C=C/C(=O)OCC(=O)Nc1ccccc1Br	nt	5.8	12.6	-0.8	-3.4	17.2	6.9	18.2	-0.3	-1.3	3.4
COc1ccccc1OCc1cc(C(=O)N2CCN(C)C(c3ccccc3)C2)no1 (configuration not stated)	-11.3	-115.4	-238.7	-40.4	-160.7	-372.4	1.4	-3.0	1.0	16.4	-1.1
Cc1cc(=O)oc2c3c(cc(OCC(=O)N4CCC[C@H]4C(=O)O)c12)OC(C)(C)CC3	nt	-6.9	1.1	6.4	-39.3	19.0	-7.0	5.7	2.3	-1.0	nt
Cc1ccc(S(=O)(=O)NNC(=O)C(O)(c2ccccc2C)c2ccccc2C)cc1	-2.5	-24.3	24.4	-6.4	-18.3	15.3	-3.2	-11.3	1.9	4.4	5.6
COc1cccc(C(C)(O)c2nc(-c3cccc(C(C)C)c3)cs2)c1 (configuration not stated)	-6.4	7.2	9.3	nt	16.7	40.7	-12.7	23.2	nt	-7.2	-4.0
CC(C)N1CC(C(=O)Nc2cccc([N+](=O)[O-])c2)CC1=O (configuration not stated)	-5.8	-1.1	14.0	26.8	-18.5	5.1	12.2	8.7	-0.4	-11.8	16.1
O=C(NC1CCCC1)C(c1ccccc1)N(Cc1cccnc1)C(=O)Cc1cccs1 (configuration not stated)	-7.0	10.6	6.6	3.2	-30.7	20.2	11.0	10.6	-6.2	-3.2	2.8
CCOc1ccccc1NC(=O)Cn1nnc(C(=O)NCCc2ccc(OC)c(OC)c2)c1N	1.3	9.0	14.5	4.7	20.3	1.8	-14.7	-6.5	1.8	-3.5	3.0
O=C(/C=N/O)NCC1CCNCC1	-4.5	-3.8	5.3	1.0	2.3	-8.3	0.0	3.6	-2.0	-3.1	-0.1
COc1cc(NC(=O)C(C)C)ccc1NC(=O)c1cc2ccccc2o1	-4.6	-47.3	-323.7	-79.0	-100.0	-240.9	-4.6	3.3	0.5	4.1	1.1
CC(C)N(C(=O)[C@H]1CC(CC(=O)NCCC2=CCCCC2)C(=O)N2CCc3c([nH]c4ccccc34)[C@]12C)C(C)C (some centres not stated)	-2.6	30.6	9.8	22.8	-15.4	17.5	nt	3.9	nt	-2.5	14.4
C/C(=C\C(=O)c1ccncc1)Nc1ccccc1O	-6.2	2.3	-45.0	4.7	26.1	-57.8	-4.0	-19.8	-1.6	12.7	5.8
O=C(NC(=S)Nc1cccnc1)c1cccs1	7.6	-25.0	-84.3	-17.8	4.6	-57.5	-4.2	-3.3	2.1	-3.3	1.1
COc1c(C)cc(C(=O)C2CCCN(Cc3cnc(N4CCOCC4)s3)C2)cc1C (configuration not stated)	3.3	11.7	6.2	-2.2	-2.6	-40.1	-14.4	-16.2	1.6	-1.8	-2.1
Cc1cccc(/C=N/N2CCN(c3ccccc3)CC2)c1	-4.5	-67.0	-262.5	-106.0	19.6	-253.9	1.8	-20.1	0.5	-0.6	5.5
CC1c2cc3c(cc2CCN1CC(=O)Nc1ccc(S(=O)(=O)N2CCCC2)cc1)OCCCO3 (configuration not stated)	-3.0	25.1	5.6	0.5	8.1	29.7	-2.8	13.9	1.6	-11.3	-4.9
CC(=O)NC(CC(=O)Nc1cccc(S(=O)(=O)N2CCCC2)c1)c1ccccc1 (configuration not stated)	-5.5	11.3	11.4	-7.3	-18.4	13.0	-1.5	-13.2	-2.9	-5.7	-10.1
O=C(c1ccc(S(=O)(=O)N2CCCC2)cc1)N1CCN(S(=O)(=O)c2cccc(F)c2)CC1	-20.4	-8.4	15.5	3.3	-33.5	-6.5	nt	1.0	nt	8.8	-4.6
Cc1sc2nc3ccc(N4CCCCC4)nn3c(=O)c2c1C	-4.4	-13.2	-256.8	-113.2	-107.1	-200.9	-16.4	10.9	3.2	7.6	-1.9
CC1OC(Nc2ccc(OC(F)(F)F)cc2)C(O)C(O)C1O (configuration not stated)	-6.8	-2.3	0.8	-3.9	-25.3	0.7	4.4	-11.7	3.6	-17.2	8.8
CCCN(CC1CC1)C(=S)Nc1ccccc1F	-6.6	-6.4	0.3	7.9	-16.0	5.3	-1.7	0.3	1.6	11.8	-3.8
S=c1[nH]c2cnccc2n1Cc1ccccc1	-4.4	12.8	15.9	-2.3	5.0	17.8	-3.4	-2.1	-1.8	4.8	-3.6
CN1CCN(S(=O)(=O)c2ccc(Sc3nnc(-c4cccs4)n3-c3ccccc3)nc2)CC1	-3.9	13.3	13.3	3.6	-1.9	6.5	nt	17.4	0.9	-1.3	-6.8
Cc1cc(Cl)ccc1-c1nc(NCc2ccccc2)nc2ccsc12	-4.9	-22.0	-63.0	nt	-25.5	-25.6	-3.9	12.0	nt	9.2	6.4

The last 4 records of the part before lead into the next:
compound	CaV13 FRET inh	Shn3 3UTR inh	HIF-2a block	MITF TRPM1 inh	NR2E3 ag-1	Peg3 prom inh	Vif imaging	CF NFkB inh	NR2E3 ag-2	KKLEB cytotox	PDI inh
CCCN(CC1CC1)C(=S)Nc1ccccc1F	-6.6	-6.4	0.3	7.9	-16.0	5.3	-1.7	0.3	1.6	11.8	-3.8
S=c1[nH]c2cnccc2n1Cc1ccccc1	-4.4	12.8	15.9	-2.3	5.0	17.8	-3.4	-2.1	-1.8	4.8	-3.6
CN1CCN(S(=O)(=O)c2ccc(Sc3nnc(-c4cccs4)n3-c3ccccc3)nc2)CC1	-3.9	13.3	13.3	3.6	-1.9	6.5	nt	17.4	0.9	-1.3	-6.8
Cc1cc(Cl)ccc1-c1nc(NCc2ccccc2)nc2ccsc12	-4.9	-22.0	-63.0	nt	-25.5	-25.6	-3.9	12.0	nt	9.2	6.4
CCOc1ccc(C(C)=O)cc1CSc1nc(C)cc(C)n1	-1.1	-14.4	15.9	2.1	-13.5	-5.1	17.6	3.7	-0.9	-2.8	-2.7
COc1ccccc1CN(C)CC(=O)Nc1ccc(Cl)cc1C(F)(F)F	-2.7	-19.4	-78.4	-23.4	10.0	-28.9	2.6	6.1	-0.3	-0.9	-8.2
CC(=O)Nc1ccc(NC(=O)CCCNC(=O)c2ccc(Cl)cc2)cc1	-4.9	3.9	7.8	0.7	-9.8	3.7	-2.7	-3.5	1.9	-3.2	-3.9
Cc1ccc(CNC(=O)c2ccc(NS(=O)(=O)c3cccs3)cc2)cc1	-5.0	-12.5	19.9	1.7	-37.0	-13.0	4.8	16.8	4.7	-4.9	-0.8
Cc1ccc(Cn2nnc3c(=O)[nH]c(C4CCCN(C(=O)Nc5ccc(F)cc5F)C4)nc32)cc1 (configuration not stated)	nt	-7.4	21.9	5.7	-11.0	31.8	nt	-4.5	0.5	4.4	9.6
CCOC(=O)c1c(NC(=O)CSc2n[nH]c(N)n2)sc(CC)c1C	-5.3	-10.0	10.6	16.8	-37.1	8.7	-5.2	-16.6	4.7	10.5	-3.2
O=C1CSC(c2ccccn2)N1c1ccc(Cl)c(Cl)c1 (configuration not stated)	-5.4	5.1	18.4	7.0	-13.9	11.5	-7.6	2.7	4.7	-8.4	-2.1
Brc1ccc(OCc2ccccc2)c(CNCc2ccncc2)c1	-4.9	68.7	2.5	4.7	11.9	50.6*	-8.3	14.9	0.9	-12.0	-13.4
CCc1ccc(S(=O)(=O)NCCOc2cccc3cccnc23)cc1	-4.7	10.7	6.3	-2.0	-5.9	15.1	-3.8	-11.2	4.5	3.2	-6.9
O=C(CC[C@H]1O[C@@H](n2ccc(=O)[nH]c2=O)[C@H](O)[C@@H]1O)NCCc1c[nH]c2ccccc12	-3.4	-2.4	9.7	nt	-13.7	1.0	-0.2	-2.5	nt	-19.3	nt
Cn1c(SCC(=O)Nc2nc3c(s2)CCCC3)nnc1-c1ccccc1	nt	9.5	-4.1	2.8	-7.3	-7.8	nt	-5.3	4.9	7.9	6.4
CC(C)C(=O)NC(=S)Nc1ccc(S(=O)(=O)N(C)C)cc1	-3.2	1.3	12.6	-5.6	10.6	11.3	-0.2	-6.0	2.7	8.6	-11.0
CCCc1nc2c3ccccc3ccn2c1CC1CCCCC1	-8.0	10.3	-46.8	nt	-38.1	-11.2	nt	10.7	nt	1.5	nt
O=C(O)c1ccc(-n2c(=O)c3ccccc3c3ccccc3c2=O)cc1	-4.0	-17.5	6.1	7.2	-15.8	-4.8	1.9	13.0	-5.3	-21.7	-7.1
CCCn1c(N2CCN(CC(=O)Nc3ccc4c(c3)OCCO4)CC2)nc2ccccc21	-4.7	23.1	11.3	7.6	-30.3	17.2	-0.2	-0.8	-0.6	11.5	1.9
CCN(CC(=O)Nc1ccc(OC)cc1)C(=O)c1ccccc1Sc1ccccc1C#N	-15.3	-3.0	9.4	-0.9	-26.1	25.9	-0.4	16.6	-0.6	-5.8	1.2
Cc1ccc(C(=O)Nc2cccc(-c3ccc(N4CCOCC4)nn3)c2)cc1	-5.1	-85.8	-199.9	-81.5	-48.0	-235.3	11.4	10.2	-1.5	1.4	-12.4
COc1cccc(/C=N/NC(=O)c2cnn(-c3ccccc3)c2N)c1	-20.4	-45.1	-221.1	-52.0	-37.3	-151.1	4.9	-0.1	1.7	-1.9	8.2
Cc1ccc(C(=O)NCC2CCCO2)cc1N1CCCC1=O (configuration not stated)	nt	-7.3	17.3	-8.0	-14.1	10.9	nt	11.0	5.4	3.8	-1.5
